# High-throughput results deposited in PubChem by several laboratories.
# HTRA1 inhibitor – inhibitors of human serine peptidase HTRA1 | actives 0.5% (n = 340,000) | AID 504803 | Q92743 | inhibition, % at 5.96 µM | recombinant HTRA1, FP-rhodamine activity-based probe, fluorescence polarization; in the data active = inhibition above about 36%;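 note: 0% = enzyme with DMSO and 100% = wells lacking enzyme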
# SIAE inh – blocks human sialic acid acetylesterase | actives 0.69% (n = 370,000) | Q9HAT2 | inhibition, % at 9.66 µM | AID 1053197 | SIAE FP-Rh probe binding, fluorescence polarization;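 active = inhibition above a cutoff: mean of compounds within the control limits plus 3 SD of those, cut at about 17% in these data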;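 note: 0% = plate median of compound wells and 100% = probe without SIAE protein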
# GC-B act – GC-B (human) receptor activation; P20594; activation, % at 10 µM; HEK293-GC-B cells, CNP EC30, cGMP TR-FRET; 0% at EC30 CNP, 100% saturating CNP; AID 1920062; actives 0.11% (n = 370,000);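 active = activation at 10 µM reaching about 35% in either raw or pattern-adjusted values, limit read from the data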
# rCAG RNA binder – binds r(CAG) RNA repeats. AID 651821. r(CAG) RNA repeat, TO-PRO-1 dye displacement fluorescence. actives 1.3% (n = 370,000). inhibition, % at 3 µM;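 active = inhibition above the plate cutoff, the mean of all test compounds on that plate plus 3 SD, cut at about 35% in these data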;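 note: 0% = DMSO alone and 100% = 100 µM mitoxantrone as full dye displacement; higher means more dye released from RNA so lower well fluorescence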
# PRMT1 inh – inhibitors of human PRMT1; Q99873; recombinant PRMT1, activity-based probe fluorescence polarization; inhibition, % at 2.79 µM; actives 1.3% (n = 370,000);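 active = inhibition above about 21% made by adding two undisclosed values, limit read from the data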
# ABHD4 inh – ABHD4 (mouse) inhibition, primary FP screen | Q8VD66 | purified mABHD4, FP-Rh probe fluorescence polarization | inhibition, % at 8.92 µM | actives 0.54% (n = 370,000) | AID 720543;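 active = inhibition exceeding the mean over every tested compound plus 3 SD, cut at about 30% in these data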;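 note: 0% = plate median of compound wells and 100% = S159A mutant with DMSO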
#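 system = mouse ABHD4 enzyme, wild type | medium = HEPES pH 7.0, NaCl, Pluronic buffer | also added = FP-Rh probe | incubation = Enzyme–compound pre-incubation 45 min, then probe 60 min, both 25 °C | technique = fluorescence polarization, excitation 525 nm, emission 598 nm, BODIPY TMR filters | controls = S159A mutant high control, sample median low control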
# TDP2 absorb – blocks human TDP2 phosphodiesterase activity. O95551. recombinant TDP2, T5PNP hydrolysis, p-nitrophenol absorbance 415 nm. inhibition, % at 12.8 µM. actives 0.34% (n = 370,000);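 active = inhibition above the mean of all tested compounds plus 3 SD, set per campaign, cut at about 25% in these data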;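 note: 0% = DMSO with enzyme and 100% = buffer with substrate but no TDP2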
# Target sequence (O95551 whole entry, looked up): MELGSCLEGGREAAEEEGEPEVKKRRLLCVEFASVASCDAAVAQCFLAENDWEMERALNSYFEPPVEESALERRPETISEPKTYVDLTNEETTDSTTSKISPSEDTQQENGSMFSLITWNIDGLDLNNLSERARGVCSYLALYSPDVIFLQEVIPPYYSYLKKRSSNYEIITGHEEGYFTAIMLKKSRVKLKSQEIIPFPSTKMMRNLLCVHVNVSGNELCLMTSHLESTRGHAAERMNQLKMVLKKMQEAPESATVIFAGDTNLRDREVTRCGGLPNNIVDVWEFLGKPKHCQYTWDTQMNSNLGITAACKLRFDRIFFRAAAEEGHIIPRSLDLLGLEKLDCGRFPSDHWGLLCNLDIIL
#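 System – recombinant human TDP2 · Amount – 120 nM TDP2 per well · Buffer or medium – Mg2+-containing Tris-HCl buffer, pH 7.5 · Reagent – T5PNP substrate, 5 mM · Dosing – 12.8 µM single point, 1% DMSO · Incubation – 2 h at 37 °C · Measured by – epi absorbance · Read-out basis – percent inhibition · Benchmarks – high control without enzyme, low control DMSO plus TDP2 · Repeats – singlicate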
# MBD2 DNA inh – inhibitors of human MBD2 binding to methylated oligonucleotide; TR-FRET; Q9UBB5; actives 0.31% (n = 370,000); inhibition, % at 4.4 µM; in the data active = inhibition above about 13%
# Target sequence (Q9UBB5 whole entry, looked up): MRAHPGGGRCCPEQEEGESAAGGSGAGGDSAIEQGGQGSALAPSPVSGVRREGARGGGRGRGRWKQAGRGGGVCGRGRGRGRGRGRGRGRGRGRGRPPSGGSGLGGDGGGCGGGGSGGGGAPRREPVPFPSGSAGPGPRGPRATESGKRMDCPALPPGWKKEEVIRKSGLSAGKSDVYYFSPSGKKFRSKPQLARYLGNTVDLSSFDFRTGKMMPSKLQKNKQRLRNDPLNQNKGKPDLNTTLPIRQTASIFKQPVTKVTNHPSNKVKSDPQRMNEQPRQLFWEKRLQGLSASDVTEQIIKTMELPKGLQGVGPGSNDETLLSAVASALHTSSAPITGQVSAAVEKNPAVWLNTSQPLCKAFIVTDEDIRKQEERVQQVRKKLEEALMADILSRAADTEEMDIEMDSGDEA
# TCR-CD3 inh – blocks the human TCR-CD3 interaction; TAMRA-labeled TCR probe fluorescence, biochemical; inhibition, % at 9.4 µM; actives 0.37% (n = 360,000); AID 651800; in the data active = inhibition above about 19%;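 note: recombinant mutant TCR 2C K166C tagged with TAMRA read by polarization; 0% = receptor in buffer alone and 100% = receptor with positive control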
# LEDGF integ inh – blocks HIV-1 LEDGF/p75-dependent DNA integration | actives 0.64% (n = 370,000) | inhibition, % at 3.7 µM | AID 743269 | TR-FRET IN-LEDGF/p75 DNA integration, Eu/Cy5;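 active = inhibition above the screen-wide mean plus 3 SD, cut at about 13% in these data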;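 note: signal is the Cy5 over europium emission ratio at 671 and 618 nm; 0% = plate median of compound wells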
# * hit, by the source's call; nt = no result given. Not all compounds are listed (hit frequency here may not be typical).
SMILES,HTRA1 inhibitor,SIAE inh,GC-B act,rCAG RNA binder,PRMT1 inh,ABHD4 inh,TDP2 absorb,MBD2 DNA inh,TCR-CD3 inh,LEDGF integ inh
COc1ccc(C(=O)CSc2nnc3ccccn23)cc1OC,4,5,-2,-4,-1,-2,9,2,3,2
Cc1nn(CC#N)c(=O)n1-c1ccccc1F,3,-8,5,-2,-1,1,1,0,-5,0
C=CCNC(=O)c1onc(CSc2cccc(OCC)c2)c1C(=O)O,-3,0,4,14,0,3,11,-5,-7,3
CC(=O)[C@@]1(O)CCC2C3CC[C@H]4C[C@@H](O)CC[C@]4(C)C3CC[C@@]21C (stereo partly specified),5,-2,-4,0,-9,-6,1,1,3,0
CN1CC(=O)N2[C@@H](C[C@]3(c4c[nH]c5ccccc45)c4ccccc4N(S(=O)(=O)c4ccccc4)[C@H]23)C1=O,nt,1,-9,nt,1,2,4,0,nt,-1
CC(O)c1nc2ccccc2n1C1CCCCC1 (stereo unspecified),-2,-2,3,-5,-3,0,11,-5,8,2
O=C(CN(CC1CCCO1)C(=O)CNS(=O)(=O)c1ccccc1)NCc1ccc(F)cc1 (stereo unspecified),-9,1,5,-2,2,5,15,-2,0,1
CCc1ccc(C(=O)N2CCN(c3ccc(F)cc3)CC2)s1,-2,-1,5,-5,1,2,11,-4,9,-3
COc1ccc(OCCN2C(=O)NC3(CCc4ccccc4C3)C2=O)cc1 (stereo unspecified),-8,5,2,-4,1,2,5,-2,-1,-1
CC(C)(C)OC(=O)C(Cc1ccc(OC(C)(C)C)cc1)NC(=O)CNC(=O)OCc1ccccc1 (stereo unspecified),-27,3,1,3,-3,-15,-27,4,-10,1
Cc1cc(N2CCN(S(=O)(=O)Cc3ccccc3)CC2)n2ncnc2n1,1,-2,0,-2,0,-2,-2,2,3,-3
CCOC(=O)N1CCN(C(C(=O)NC2CCCC2)c2cccc(OC)c2OC)CC1 (stereo unspecified),nt,-2,-8,-3,-8,6,7,-3,5,-2

# Structures listed so far that have an aryl methoxy group:
SMILES,HTRA1 inhibitor,SIAE inh,GC-B act,rCAG RNA binder,PRMT1 inh,ABHD4 inh,TDP2 absorb,MBD2 DNA inh,TCR-CD3 inh,LEDGF integ inh
COc1ccc(C(=O)CSc2nnc3ccccn23)cc1OC,4,5,-2,-4,-1,-2,9,2,3,2
COc1ccc(OCCN2C(=O)NC3(CCc4ccccc4C3)C2=O)cc1 (stereo unspecified),-8,5,2,-4,1,2,5,-2,-1,-1
CCOC(=O)N1CCN(C(C(=O)NC2CCCC2)c2cccc(OC)c2OC)CC1 (stereo unspecified),nt,-2,-8,-3,-8,6,7,-3,5,-2

# Next section.
SMILES,HTRA1 inhibitor,SIAE inh,GC-B act,rCAG RNA binder,PRMT1 inh,ABHD4 inh,TDP2 absorb,MBD2 DNA inh,TCR-CD3 inh,LEDGF integ inh
CC(C)(C)OC(=O)C[C@H]1C/C=C\C[C@H](CC(=O)N[C@H](CO)Cc2ccccc2)C(=O)N[C@@H](Cc2ccccc2)COC1=O,-3,-14,9,-3,-6,-9,-15,-1,5,-1
CN[C@H]1C[C@H]2c3[nH]c4cccc(-c5cccc(C)c5)c4c3CCN2C(=O)[C@H]1[C@H](C)O,nt,3,-19,5,-6,6,7,-5,nt,3
COc1ccccc1N(C)S(=O)(=O)c1ccc(C(=O)NCC(C)C)cc1,0,9,4,-5,1,-9,4,-1,-12,5
S=C1SCCN1Cc1ccccc1,1,6,1,1,-1,1,4,4,-1,1
COc1ccc(C(=O)N2CCC(C(=O)Nc3ccccc3OC)CC2)cc1,0,-1,-2,-7,0,-3,-1,-4,7,1
COc1cc(CNCc2cccs2)cc(Br)c1OC,3,-9,-2,-3,2,1,3,4,2,1
CCOC(=O)C1(Cc2ccc(OC)cc2)CCN(C(=O)CCn2ccc(C)n2)CC1,5,2,-4,-12,0,10,6,-2,4,2
O=C(COC(=O)c1ccc([N+](=O)[O-])o1)NC1CCCC1,12,1,6,2,1,0,14,-9,4,2
Cc1ccc(C(=O)N2c3ccccc3Sc3ccccc32)cc1,nt,-1,4,3,-2,0,-3,-1,-2,3
Cn1nc(C(=O)OCc2ccccc2F)c2ccccc2c1=O,3,5,2,-8,-3,-2,0,0,-4,-1
NC(=O)COC(=O)c1ccc2c(c1)S(=O)(=O)N=C1CCCCCN12,8,5,-4,-2,-2,6,5,0,10,0
CCOC(=O)c1[nH]c2cc(OC)c(OC)cc2c1NC(=O)c1nonc1C,-4,-7,0,2,-2,6,-1,2,5,-1
COCCCNC(=O)Cc1ccccc1OC,8,-2,2,7,6,-13,-1,11,-7,2
CCOC(=O)N1CCN(C(=O)c2cc(COc3c(F)cccc3F)on2)CC1,-1,1,-4,-5,-2,-8,-7,0,-7,2
CCOc1ccc(S(=O)(=O)Nc2ccccc2C(=O)N(C)C2CCN(C)CC2)cc1,5,6,3,6,1,7,-5,-2,-5,-2
COc1cc(CN(C(=S)NCC(=O)N2CCCC2)C2CCCC2)cc(OC)c1OC,2,2,-4,-11,-2,4,7,0,8,1
CC(=O)C(N=Nc1ccccc1)(Sc1nnc(-c2ccccc2)n1-c1ccccc1)C(=O)Nc1ccccc1 (stereo unspecified),-56,-11,-9,12,1,-21,14,1,-6,-3
CCc1ccc(NC(=O)C(=O)NCCN2CCN(S(C)(=O)=O)CC2)cc1,0,-6,1,-1,7,-8,-14,1,-11,-3
CC1(C)O[C@@H]2[C@H](O1)[C@@H](COS(=O)(=O)O)O[C@H]2n1cc(Br)c(=O)[nH]c1=O,0,7,8,1,0,2,5,1,0,-3
CCOP(=O)(OCC)C(NC(=O)c1ccc(OC)cc1)c1ccccc1 (stereo unspecified),-4,6,4,-3,-1,1,10,0,4,-5
O=c1cc(CSc2nnnn2-c2ccc(O)cc2)nc2sccn12,-5,-1,-4,2,2,5,-10,-2,-7,-2
COCCn1c(-c2ccc(Cl)cc2)cnc1SCC(=O)NCCc1ccc(OC)c(OC)c1,0,-8,-7,-11,2,-8,-20,8,-4,2
COc1ccc(NS(=O)(=O)c2cccc(NC(=O)COc3ccccc3[N+](=O)[O-])c2)cc1,1,-2,-10,10,6,-14,1,1,-3,1
COc1ccc(CN2C/C(=C/C3=CCCCC3)N(C(=O)OCc3ccccc3)C2=N)c(OC)c1,nt,-4,1,6,-1,5,-3,-3,nt,6
COC(=O)c1ccc(NC(=O)CSc2nnc(-c3cccnc3)o2)cc1,0,4,-2,0,17,-1,10,-1,0,0
CCCCCCCCc1nnc(NC(=O)c2ccco2)s1,-7,-3,-1,2,-2,0,-7,1,-3,5
COc1ccc(CCNC(=O)CSc2nnc(-c3cccc(C)c3)o2)cc1OC,3,-1,4,-1,0,5,-1,4,-6,0
Cc1ccc(Nc2ccc([N+](=O)[O-])nc2[N+](=O)[O-])cc1,-4,0,0,1,2,4,2,-18,-1,3
COc1cc(C(=O)Nc2ccc(N(C)C)cc2)cc(OC)c1OC,7,1,-2,-3,-4,0,-10,-4,-1,0
CCc1ccc(/C=N/NC(=O)c2nnn(-c3nonc3N)c2CN2CCc3ccccc32)cc1,-18,0,8,13,12,-7,-19,0,-3,-3
O=C(COc1ccc(Cl)cc1)NCc1n[nH]c(=O)c2ccccc12,-5,-8,-19,-1,1,8,11,2,1,-4
CC1CCCC(C)N1CCCNC(=O)Cn1ncc2c([nH]c3ccccc32)c1=O (stereo unspecified),4,4,0,2,-3,-3,-10,-1,9,4
COc1ccc(-c2nnc(SCC(=O)c3[nH]c(C)c(C(C)=O)c3C)o2)cc1,1,-10,-4,7,2,5,3,-1,2,-1
O=C(Nc1ccc(F)cc1Cl)C1CCCN1S(=O)(=O)c1cccc2cccnc12 (stereo unspecified),nt,1,6,0,-3,-1,1,1,nt,-3
CN(Cc1cccs1)C(=O)CN1CCN(S(=O)(=O)c2ccc3c(c2)OCCCO3)CC1,3,-5,-2,-4,-3,-4,13,-2,1,3
CCOc1ccccc1NC(=O)COC(=O)C(CC(C)C)N1C(=O)C2CC=CCC2C1=O (stereo unspecified),-9,1,0,0,-2,0,-9,2,-5,6
Cc1cccc(N2CCN(C(=O)c3ccc(N4CCCC4=O)cc3)CC2C)c1 (stereo unspecified),-3,-1,3,-8,1,1,-10,-1,-1,-2
COc1cccc(OC)c1C(=O)Nc1cccc(-c2ccc3nncn3n2)c1,-2,-1,0,0,3,-1,13,0,3,-2
COc1ccccc1NC(=O)c1nc[nH]c1C(=O)Nc1ccccc1OC,-4,-13,4,1,1,-6,-8,0,1,1
Cc1cc(C)nc(/N=C(\N)Nc2ccc(S(=O)(=O)Nc3nccc(C)n3)cc2)n1,5,0,-3,12,-2,-4,-6,-6,-3,4
CC1CCN(S(=O)(=O)c2ccc(NC(=O)CN3CCCC3)cc2)CC1,2,3,-1,-1,-1,12,7,5,2,0
COc1cccc(CNc2ccc(S(N)(=O)=O)cc2)c1OC,-2,-1,-4,0,-1,1,12,-2,0,1
COC(=O)c1cc2c(c3c4ccccc4n(S(=O)(=O)c4ccccc4)c13)C(=O)N(C)C2,nt,-5,0,8,4,-1,-1,-3,-2,-6
O=C(NCc1ccccc1)C1=C[C@H](c2coc3ccccc3c2=O)C[C@H](OCc2ccc(CO)cc2)O1,-25,0,-7,-1,3,-7,7,2,2,1
CC(C)N(Cc1ccccc1)S(=O)(=O)c1ccc(F)cc1,-3,2,-2,-4,1,-3,17,4,5,1
NC(=O)CC(NC(=O)c1ccccc1)c1ccc(NCc2ccc(F)cc2)c([N+](=O)[O-])c1 (stereo unspecified),-9,3,5,4,1,-3,2,-8,6,-2
COc1ccc(CC(=O)Nc2c(C(N)=O)oc3ccccc23)cc1OC,-1,-1,3,1,2,-5,-3,0,1,-7
COCCCNCCCCOc1ccc(Br)cc1Cl,2,10,-8,3,-3,1,1,-2,3,-1
CCC(C)NC(=O)CNc1nnnn1-c1ccccc1 (stereo unspecified),nt,3,-8,2,-5,1,-3,-2,nt,2
CCOC(=O)C1(C(=O)OCC)CC1c1ccccc1 (stereo unspecified),-1,0,3,-6,2,1,1,5,1,1
CCOc1ccc(N=Nc2c(=O)[nH]n3c(=O)c4c([nH]c23)CCCC4)cc1,2,-1,-9,4,0,8,-4,-6,-6,-1
COc1cccc(CC(NC(C)=O)C(=O)NC2CCN(c3nc(C)cc(C)c3C#N)CC2)c1OC (stereo unspecified),0,3,-12,-3,0,-9,-6,-2,5,-3
O=C(O)c1cccc(N2C(=O)Nc3ccccc3N2O)c1,-3,1,3,-4,1,5,-8,5,-4,-5
COC(=O)c1cccc(NS(=O)(=O)c2cccs2)c1C,-4,-1,4,4,0,3,-6,2,1,-1
CCc1cc(=O)oc2cc(C)cc(OCC(=O)NC3CCN(Cc4ccccc4)CC3)c12,-4,5,-24,-5,-2,1,4,0,3,5
CC1CC(C)CN(S(=O)(=O)N2CCC(C(=O)NCCc3ccccc3)CC2)C1 (stereo unspecified),3,0,4,-7,4,-6,-2,2,-1,-4
